Screening data as filed in PubChem.
HEK cytotox – cytotoxic compounds in HEK 293 cells; HEK 293 viability, ATP luminescence (CellTiter-Glo), 48-72 h; Potency, µM (titrated, usually from 115 µM), without a hit: top-dose activity change, negative = cytotoxicity, actives largely listed as inhibitors; 94,000 tested, 6.6% active; AID 1345083; note: potency is the fitted concentration of half-maximal effect; nearly all actives have a fitted effect of over 60% in size
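Cells seeded first (HEK 293, 250 cells/well), then compound added by pintool. Incubation ran 48 or 72 hr at 37 degree Celsius. CellTiter-Glo was added and luminescence imaged after 10 min at room temperature.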
SNCA expr inh – SNCA gene expression inhibition; 140,000 tested, 0.17% active; Potency, µM (series often up to 57.2 µM), inactives show top-dose activity change, negative = inhibition, actives largely listed as inhibitors; HEK-293 SNCA-luciferase knock-in, luminescence, 24 h;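 note: potency is the fitted concentration of half-maximal effect; plate controls were DMSO cells for no effect and cell-free wells for full effect; nearly all actives have a fitted effect of over 45% in size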
IP6K1 inh – IP6K1 kinase inhibition | Q92551 | activity change, % (series mostly up to about 58 µM) | 140,000 tested, 0.81% active | AID 1645851 | IP6K1 kinase, ADP-Glo luminescence, 2 h; hits give low values; in the data active = activity change below about -25%
Target sequence (Q92551 whole entry, looked up): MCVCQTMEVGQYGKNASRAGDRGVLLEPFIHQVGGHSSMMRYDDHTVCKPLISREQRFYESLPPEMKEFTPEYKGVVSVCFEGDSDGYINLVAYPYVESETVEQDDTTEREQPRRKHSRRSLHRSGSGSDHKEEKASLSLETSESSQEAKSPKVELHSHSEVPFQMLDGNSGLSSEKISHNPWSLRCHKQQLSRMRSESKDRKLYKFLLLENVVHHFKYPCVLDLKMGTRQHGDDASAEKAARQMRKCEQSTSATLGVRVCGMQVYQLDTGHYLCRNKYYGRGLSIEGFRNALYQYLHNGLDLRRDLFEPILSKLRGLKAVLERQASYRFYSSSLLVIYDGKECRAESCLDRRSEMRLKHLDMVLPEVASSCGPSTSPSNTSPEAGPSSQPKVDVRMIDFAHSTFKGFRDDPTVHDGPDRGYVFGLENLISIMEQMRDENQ
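ADP-Glo luminescence measures ADP made by human IP6K1 during a 2 h RT reaction with ATP/IP6 (mix at 1.3 mM/130 uM); top library doses 57.5 and 19.1 uM final.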
NIH3T3 tox – NIH 3T3 cell cytotoxicity. 94,000 tested, 4.3% active. AID 1345082. Potency, µM (top dose mostly 96.7 µM), without a hit: top-dose activity change, negative = cytotoxicity, most hits filed as inhibitors. NIH 3T3 viability, CellTiter-Glo ATP luminescence, 48-72 h; note: potency is the fitted concentration of half-maximal effect; nearly all actives have a fitted effect of over 55% in size
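Cells were seeded at 400 per well, treated with pin-transferred compound, and kept 48 or 72 hr at 37 °C before CellTiter-Glo addition and luminescence imaging of cellular ATP.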
SNCA viab count – cell viability loss counter-screen; Potency, µM (doses to about 57.1 µM), for the others: at the top dose activity change, negative = cytotoxicity, usual class: cytotoxic; AID 1671193; HEK-293-SNCA-luc viability, GF-AFC fluorescence, 24 h; 150,000 tested, 0.12% active;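 note: potency is the fitted concentration of half-maximal effect; 0% = DMSO-treated cells and -100% = medium-only wells without cells; nearly all actives have a fitted effect of over 30% in size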
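Cytotoxicity counterscreen: after 24 h compound treatment of genome-edited SNCA-luciferase HEK-293 cells, live-cell protease substrate GF-AFC read by fluorescence after 30 min; activity scaled between DMSO (0%) and medium-only (-100%), curves Hill-fitted.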
Luciferase inh – Photinus pyralis luciferase inhibition | purified P. pyralis luciferase, luminescence, biochemical | P08659 | 76,000 tested, 2.5% active | Potency, µM (series often up to 115 µM), for inactives: top-dose activity change, negative = inhibition, hits mostly inhibitors; note: potency is the fitted concentration of half-maximal effect; nearly all actives have a fitted effect of over 65% in size
Target sequence (P08659 whole entry, looked up): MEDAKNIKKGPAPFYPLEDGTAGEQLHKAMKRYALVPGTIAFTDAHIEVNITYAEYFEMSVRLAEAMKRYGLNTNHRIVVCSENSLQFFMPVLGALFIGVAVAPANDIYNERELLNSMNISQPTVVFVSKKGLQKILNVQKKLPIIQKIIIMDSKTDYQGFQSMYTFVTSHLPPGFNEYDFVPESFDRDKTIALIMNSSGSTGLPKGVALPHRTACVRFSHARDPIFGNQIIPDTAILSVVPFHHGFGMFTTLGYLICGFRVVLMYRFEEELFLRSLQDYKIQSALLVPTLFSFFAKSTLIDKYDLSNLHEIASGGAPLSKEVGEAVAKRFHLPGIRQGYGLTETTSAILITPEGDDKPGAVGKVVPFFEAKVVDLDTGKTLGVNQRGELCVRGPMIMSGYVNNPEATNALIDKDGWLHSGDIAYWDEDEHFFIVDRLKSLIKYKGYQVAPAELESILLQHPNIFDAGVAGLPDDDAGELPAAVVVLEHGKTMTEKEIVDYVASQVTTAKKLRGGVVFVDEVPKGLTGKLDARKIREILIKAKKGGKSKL
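Inhibitors were tested against purified firefly luciferase in a biochemical, low-substrate format (both substrates at 10uM) and luminescence measured with a CCD imager.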
GPT2 inhibitor – GPT2 alanine aminotransferase inhibition. Q8TD30. Recombinant GPT2, coupled pyruvate oxidase/HRP Amplex Red fluorescence. Potency, µM (doses to about 57.7 µM), inactives show top-dose activity change, negative = inhibition, actives largely listed as inhibitors. AID 1671188. 100,000 tested, 0.25% active; note: potency is the fitted concentration of half-maximal effect; nearly all actives have a fitted effect of over 60% in size; many of its hits are not listed in these tables
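Fluorescence read-out: pyruvate from GPT2 turnover coupled to pyruvate oxidase, HRP and Amplex Red (0.2mM ThPP, 0.2U/mL PO and HRP, 50uM Amplex final). Substrates 250uM a-KG, 2mM L-alanine; enzyme 10ng/uL; 30 min RT.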
* hit, by the source's call; i = inactive; u = inconclusive; x = no result given; [ ] = remark or other dose. Unless noted, calls come from the whole dose curve; as a rule, active = well fitted curve in the direction sought with a large enough effect; inconclusive = small, poorly fitted or top-dose-only effect, or another doubt; inactive = no such curve, though single readings can be large; an effect the other way counts as inactive or inconclusive. Unless noted, % is set by controls: 0 for no effect and ±100 for the full control effect. Outcome played no part in choosing rows, and some 7.7% of all compounds hit somewhere here.

SMILES	HEK cytotox	SNCA expr inh	IP6K1 inh	NIH3T3 tox	SNCA viab count	Luciferase inh	GPT2 inhibitor
CCN(Cc1cccc(OCCO)c1)CC1CCCN(CCc2cccc(OC)c2)C1 (centres undefined)	u	3%	6	u	-15%	-2%	-12%
COCCN1C(=O)[C@@H]2C[C@@H](CN2Cc2ccc(C(F)(F)F)cc2)Oc2ccccc21	79µM*	u	-5	u	-11%[87.6 µM]	13%[172 µM]	u
COc1ccc(C2(C(=O)N3CCCCCCN(C)C(=O)[C@@H]4CCC[C@@H]43)CC2)cc1	-28%	10%	1	-17%	3%	0%	-6%
CC(=O)Nc1ccc(CNC(=O)CNC2CCN(S(C)(=O)=O)CC2)cc1	i	-8%	8	-3%	-4%	1%	4%
COc1ccc(S(=O)(=O)N2C[C@@H]3C[C@H](C2)c2ccc(-c4cccc(C(F)(F)F)c4)c(=O)n2C3)cc1	u	-10%	5	-22%	-4%	-6%	-31%
COc1cc(=O)n2c(c1C(=O)NCc1cccc(C(F)(F)F)c1)CCCC2	-8%	-1%	15	-18%	1%	-2%	i
Cc1cccc(-c2nc3cc(C(=O)NCc4ccc(F)cc4)ccc3o2)n1	u	-7%[87.6 µM]	20	u	8%[87.6 µM]	x	-23%[88.5 µM]
O=C(Cn1ccn2nc(-c3ccc(F)cc3)c(CO)c2c1=O)Nc1ccc(C(F)(F)F)cc1	u	-6%	26	u	3%	0%	-5%
O=C1NCc2ccccc2CC12CCN(Cc1ccc(F)cc1O)CC2	u	-5%	9	-18%	0%	x	-7%
C=C1CC[C@@H]2C(C)(C)CCC[C@@]2(C)[C@@H]1CC/C(=C/C(=O)OC)COC(C)=O	x	x	-2	x	-2%	x	5%[27.3 µM]
CN(CC(=O)N1CCC(CCOc2ccccc2F)C1)S(=O)(=O)c1cccs1 (centres undefined)	50µM*	7%	5	u	-10%	-12%	-7%
CSc1nc(Nc2ccc(C)cc2C)cc(-c2ccccc2)n1	x	-2%	-8	x	-2%	x	x
CCc1ccc(C(=O)N2CC(c3nnc(-c4ccncc4)o3)C3(CCOCC3)C2)cc1 (centres undefined)	2%	0%	24	-17%	2%	-6%	0%
COc1ccc(C(=O)O[C@H]2C=COC=C3C=C4C(=O)N(C)C(=S)C(=O)N4[C@@H]32)cc1Oc1cc(C=O)ccc1O	x	x	-14	x	-40%[23.9 µM]	x	i
NS(=O)(=O)c1ccc(NC(=O)COc2ccc(S(=O)(=O)NC3CCCCC3)cc2)cc1	x	6%	-10	x	3%	x	x
COC(=O)C1C(c2ccc(O)cc2)C(C(=O)OC)C1c1ccc(O)cc1 (centres undefined)	x	x	-1	x	u	x	i
O=C(NC[C@H]1OC[C@@H](NC2CCOCC2)[C@@H]1O)C1CCCC1	-2%[172 µM]	12%[87.6 µM]	-5	2%[138 µM]	2%[87.6 µM]	-6%[172 µM]	5%[88.5 µM]
COc1ccc(C2(C(=O)N3CCC(F)CC3)CCOCC2)cc1	-13%	1%	-9	-8%	2%	x	i
COc1ccc(/C=C\c2onc(C)c2S(=O)(=O)N2CCC(C(=O)Nc3ccc(F)cc3F)CC2)cc1	x	-4%	17	x	6%	x	x
CN1C(=O)CO[C@H](c2ccc(NC(=O)c3cccc(F)c3)cc2)[C@H]1CO	u	44%[activator][87.6 µM]	-8	-21%[174 µM]	1%[87.6 µM]	u	-2%[88.5 µM]
COc1cccc(-n2c(-c3ccc(C)cc3)cc3c2CC(C)(C)CC3=O)c1	x	2%	4	x	12%	x	x
CN1C[C@H](NC(=O)c2ccc3c(c2)OCO3)CCC[C@@H](C(=O)NCc2cc(F)cc(F)c2)CC1=O	-31%	10%	0	-30%	-2%	3%	i
O=S(=O)(NC[C@H]1OC[C@@H](NCc2ccccc2F)[C@@H]1O)c1ccccc1	-9%[172 µM]	-1%[87.6 µM]	2	-27%[174 µM]	3%[87.6 µM]	-9%[172 µM]	-21%[88.5 µM]
COc1ccccc1NC(=O)CSc1nc2nccnc2c(=O)n1CCc1c[nH]c2ccccc12	x	-21%	-1	x	-12%	x	x
CC(C)(C)c1ccccc1NC(=O)CSc1nc(-c2cccs2)cc(C(F)(F)F)n1	x	3%	23	x	-11%	x	x
c1ccc(-c2ccnc3nc(CCC4CCCC4)nn23)nc1	u	16%	1	-29%	7%	u	i
CN1CCN(C(=O)c2cccc3c2NCCC3)CC12CCNC(=O)CC2 (centres undefined)	-9%	-9%	12	-9%	6%	-1%	-23%
O=C(NCCc1ccc(Cl)cc1)C1CN(C2CCCCC2)C(=O)N1 (centres undefined)	-10%	-3%	0	-18%	3%[12.5 µM]	x	i
CC(=O)N1CCC(C(=O)N2CC(c3nc(CCOc4cccc(C)c4)no3)C2)CC1	i	2%	4	-3%	-4%	-9%	-4%
CCc1ccc2occ(CC(=O)NCc3ccccc3)c2c1	x	-2%	-2	x	5%	x	x
O=C(Nc1ccccc1C(=O)O)c1cccc(S(=O)(=O)N2CCCC2)c1	x	60%[activator]	14	x	0%	x	x
CCOc1ccc(NC(=O)CN2CCN(CC(=O)Nc3ccc(F)cc3F)CC2)cc1	x	23%	-4	x	2%	x	x
COc1ccccc1CCC(=O)N1CCC2(CC1)N=C(c1ccc(Cl)cc1)NO2	-10%	7%	1	-2%	-7%	3%	i
Cc1ccc(C)c(CN2C(=O)c3ccccc3S(=O)(=O)c3ccc(C(=O)N4CCCCC4)cc32)c1	x	u	0	x	-21%	x	x
Cn1c(=O)cc(OCC(=O)N2CCN(c3ccc(F)cc3)CC2)c2ccccc21	x	-6%	-7	x	-10%	x	x
Cc1cc(C)n(-c2nc3cc(Cl)ccc3nc2N2CCN(c3cccc(C)c3C)CC2)n1	x	-16%	3	x	2%	x	x
O=C1NC2(CCN(CC3CCCCC3)CC2)COc2ccccc21	35µM*	1%[87.6 µM]	14	79µM*	-6%[87.6 µM]	-1%[172 µM]	i
COc1ccnc(-c2nnc3ccc(N(C)Cc4ccccc4)nn23)c1	56µM*	u	-22	u	-14%[87.6 µM]	8%[172 µM]	-22%[88.5 µM]
CCc1ccc2oc(C(=O)Nc3ccccc3OC)cc(=O)c2c1	x	119%[activator]	-16	x	-3%	x	x
O=C(CC1CCCC1)N1CCC(N2CC(OCC3CC3)C23CCOCC3)CC1 (centres undefined)	-18%	-5%	22	-24%	-2%	8%	-4%
CNC(=O)C1(N2CCC[C@H]2C(=O)N2CCCCC2)COC1	1%[172 µM]	15%[87.6 µM]	-10	5%[138 µM]	5%[87.6 µM]	10%[172 µM]	3%[88.5 µM]
CNC(=O)c1cc(C2CC2)nc2onc(C3CCN([S+](=O)([O-])c4ccccc4)CC3)c12	u	x	-6	u	x	x	x
O=C1CCN(C(=O)NCCc2ccccc2)CCCC(c2nc(-c3cccnc3)no2)CCN1 (centres undefined)	1%	-24%	14	-2%	-7%	-7%	-5%
Cc1ccc(-c2nc(-c3nnn4c3COC(c3ccc(Cl)cc3)C4)no2)cc1 (centres undefined)	-1%	-20%	-12	-14%	11%	-12%	-3%
Cc1cc(=O)n(CC(=O)NCc2ccccc2Cl)c(N(C)Cc2ccccc2)n1	u	-17%	8	-28%	-1%	0%	-13%
COc1ccc(C(=O)Nc2ccc3oc(-c4cc(Cl)ccc4Cl)nc3c2)cc1Br	x	-21%	-12	x	21%	x	x
Cc1cccc(C(=O)Nc2c(C(=O)NCc3ccc(Cl)cc3)sc3nc(C)cc(C)c23)c1	x	u	-7	x	-28%	x	x
O=C1NC(=Nc2ccccc2F)S/C1=C\c1ccc(C(=O)O)cc1	x	x	-9	x	3%	x	-20%
C=CC[C@]12C[C@@H](OC)C(=O)C(OC)=C1O[C@@H](c1cc(OC)c3c(c1)OCO3)[C@@H]2C	x	x	14	x	-2%[23.9 µM]	x	-2%[27.3 µM]
O=C(c1ccco1)N1Cc2[nH]cnc2C[C@H]1c1nc(-c2ccncc2)no1	1%[172 µM]	33%[activator][87.6 µM]	5	-11%[138 µM]	-14%[87.6 µM]	u	-1%[88.5 µM]
Cn1c(Cn2cccn2)nnc1C1CC(Nc2ncnc3sccc23)C1 (centres undefined)	u	u	17	u	-8%	-10%	-1%
CC(C)(C)OC(=O)N[C@H]1CCCCCC=C[C@@H]2C[C@@]2(C(=O)NS(=O)(=O)C2CC2)NC(=O)[C@@H]2C[C@@H](OC(=O)N3Cc4cccc(F)c4C3)CN2C1=O	x	-18%	23	x	-20%	x	3%
CCC(=O)N1CC(N(CC)C2CCOCC2)C1	i	8%	-11	i	-2%	0%	-7%
COc1cccc([C@H]2CN(C(=O)c3ccc4cc[nH]c4c3)C[C@@H]2N)c1	u	5%	-20	u	-18%	-3%	i[11.5 µM]
CC1(C(=O)NCc2cccnc2)CCCc2cnc(NCc3ccccc3)nc21 (centres undefined)	u	-14%[87.6 µM]	1	50µM*	2%[87.6 µM]	3%[172 µM]	i
COC1CCOC2(CCN(C(=O)c3ccc4ccccc4n3)CC2)C1 (centres undefined)	-3%	-29%	6	i	0%[12.5 µM]	-6%	i
Cc1ccccc1CN1CCc2ncc(C(=O)NCCC(C)C)n2CC1	u	-19%[87.6 µM]	-6	u	-5%[87.6 µM]	-5%[172 µM]	-9%[88.5 µM]
Cc1ccn2c(=O)c(C(=O)NC(C)c3ccccc3)c(O)nc2c1 (centres undefined)	x	3%	-13	x	12%	x	x
O=C(Nc1cccc(Cl)c1Cl)c1cc(S(=O)(=O)N2CCC3(CC2)OCCO3)ccc1F	x	-13%	2	x	11%	x	x
COc1ccc(CN2CC3(CCN(C(=O)CCc4nc5ccccc5[nH]4)CC3)C2=O)cc1	-28%	6%	36	-29%	2%	0%	-1%

Remaining list, next part:
SMILES	HEK cytotox	SNCA expr inh	IP6K1 inh	NIH3T3 tox	SNCA viab count	Luciferase inh	GPT2 inhibitor
O=C(Nc1ccc([C@H]2OCC(=O)N(Cc3ccc(F)cc3)[C@@H]2CO)cc1)C1CC1	-25%[172 µM]	-2%[87.6 µM]	0	-26%[174 µM]	6%[87.6 µM]	0%[172 µM]	-24%[88.5 µM]
CC(=O)c1cccc(NC(=O)c2ccc3c(c2)c(C)c(C)n3Cc2ccc(Cl)cc2)c1	x	6%	32	x	-5%	x	x
Cc1cc(C(=O)NCCc2csc(-c3cccnc3)n2)cc(S(N)(=O)=O)c1C	u	60%[activator]	-6	-10%	-3%	5%	2%
Cc1oc(-c2ccccc2)nc1CC(=O)N1Cc2ccccc2C(O)C1 (centres undefined)	-22%	6%	5	-21%	3%	6%	u
CN1Cc2cccn2CC1CNC(=O)c1ccccc1 (centres undefined)	i	-4%	-4	-2%	-8%	5%	i

In the list so far, these have a COOH group.
SMILES	HEK cytotox	SNCA expr inh	IP6K1 inh	NIH3T3 tox	SNCA viab count	Luciferase inh	GPT2 inhibitor
O=C(Nc1ccccc1C(=O)O)c1cccc(S(=O)(=O)N2CCCC2)c1	x	60%[activator]	14	x	0%	x	x
O=C1NC(=Nc2ccccc2F)S/C1=C\c1ccc(C(=O)O)cc1	x	x	-9	x	3%	x	-20%
